High-throughput results from PubChem BioAssay.
TRHR PAM: qHTS for Small Molecule Agonists and Allosteric Enhancers of Human TRH Receptor: Primary Screen for Enhancers; 0.66% of 360,000 active; TRHR cells, fluo-8 calcium fluorescence, EC20 TRH enhancement; enhancement, % at 2 µM; Thyrotropin-releasing hormone receptor (Homo sapiens), P34981; AID 493056, 2011; in the data active = enhancement above about 30%; also: 0% is about no effect
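TRHR-expressing cells loaded with fluo-8 calcium dye were read kinetically (ex 480/em 530) during compound addition, then stimulated with an EC20 of TRH (10 nM final). Enhancement of the Gq-mediated intracellular calcium response was scored.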
D2 agonist: HTS Assay for Allosteric Agonists of the Human D2 Dopamine Receptor: Primary Screen for Agonists; D(2) dopamine receptor (Homo sapiens), P14416; HEK293 T-REx D2 cells, calcium flux agonist mode; activation, % at 2 µM; 0.53% of 340,000 active;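 active = activation over 3 SD above normal in the single-dose calcium agonist read, cut at about 30% in these data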; also: 0% is about no effect
Target sequence (P14416 whole entry, looked up): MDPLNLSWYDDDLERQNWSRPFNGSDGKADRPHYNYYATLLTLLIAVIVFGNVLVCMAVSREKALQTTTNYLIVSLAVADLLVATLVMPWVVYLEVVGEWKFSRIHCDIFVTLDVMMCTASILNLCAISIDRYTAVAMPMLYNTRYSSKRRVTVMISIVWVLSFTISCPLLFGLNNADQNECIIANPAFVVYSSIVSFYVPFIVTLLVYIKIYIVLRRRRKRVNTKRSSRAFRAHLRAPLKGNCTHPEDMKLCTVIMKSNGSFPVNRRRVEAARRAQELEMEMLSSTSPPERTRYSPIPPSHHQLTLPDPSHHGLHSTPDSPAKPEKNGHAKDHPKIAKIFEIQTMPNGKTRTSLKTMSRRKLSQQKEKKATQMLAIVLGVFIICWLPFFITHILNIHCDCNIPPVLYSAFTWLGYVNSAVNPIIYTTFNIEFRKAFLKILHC
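Agonism is scored from calcium flux in a force-coupled, inducible HEK293 cell line expressing D2, read kinetically for 180 s after compound addition against dopamine controls.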
RXFP1 antagonist: qHTS Assay for Antagonists of the Relaxin Receptor RXFP1; Relaxin receptor 1 (Homo sapiens), Q9HBX9; HEK293-RXFP1, relaxin-stimulated cAMP HTRF, 30 min; stronger effect = lower value; activity change, negative = inhibition, % at 57.5 µM; 0.59% of 350,000 active; AID 1259400, 2018;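 active = activity change of -60% or lower, but not beyond a set lower limit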; also: % is scaled to controls: 0 for no effect and ±100 for the full control effect
D1 agonist: Allosteric Agonists of the Human D1 Dopamine Receptor: qHTS; 1% of 360,000 active; activation, % at 2 µM; D(1A) dopamine receptor (Homo sapiens), P21728; AID 504660, 2011; HEK293 T-REx D1 cells, calcium flux, agonist mode; also: 0% is about no effect
Target sequence (P21728 whole entry, looked up): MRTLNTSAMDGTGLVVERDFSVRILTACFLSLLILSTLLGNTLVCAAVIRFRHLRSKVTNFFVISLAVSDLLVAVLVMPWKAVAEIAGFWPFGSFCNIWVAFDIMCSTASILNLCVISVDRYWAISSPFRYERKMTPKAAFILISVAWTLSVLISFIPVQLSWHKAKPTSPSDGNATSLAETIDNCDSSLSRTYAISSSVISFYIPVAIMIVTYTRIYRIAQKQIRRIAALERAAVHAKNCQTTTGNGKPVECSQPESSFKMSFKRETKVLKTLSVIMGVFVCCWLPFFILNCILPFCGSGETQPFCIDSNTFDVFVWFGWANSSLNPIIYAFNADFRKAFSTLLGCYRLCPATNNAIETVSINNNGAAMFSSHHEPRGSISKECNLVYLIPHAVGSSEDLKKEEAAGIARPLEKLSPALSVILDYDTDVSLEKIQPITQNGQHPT
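Inducible HEK293 T-REx D1 cells, force-coupled to calcium signalling, were plated at 4000 cells/well with tetracycline and held overnight at 30 C. After no-wash calcium dye loading, compound-evoked calcium rise over 180 s flagged agonists.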
D1 PAM: Potentiators of Human D1 Dopamine Receptor: qHTS; D(1A) dopamine receptor (Homo sapiens), P21728; HEK293 TREx D1 cells, calcium flux, dopamine EC20 potentiation; potentiation, % at 10 µM; 0.036% of 360,000 active; AID 504651, 2011; in the data active = potentiation above about 30%; also: 0% is about no effect
D2 antagonist: HTS Assay for Allosteric Antagonists of the Human D2 Dopamine Receptor: Primary Screen for Antagonists | HEK293 TREx D2 cells, calcium flux, dopamine EC80 | inhibition, % at 10 µM | 2% of 340,000 active | AID 485344, 2010; in the data active = inhibition above about 30%; also: 0% is about no effect
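Read-out: kinetic calcium fluorescence (1 cycle/s) in inducible HEK293 T-REx D2 cells after an EC80 dopamine addition that followed 180 s compound preincubation. Loss of the dopamine response indicates antagonism.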
D1 antag: Antagonist of Human D 1 Dopamine Receptor: qHTS. D(1A) dopamine receptor (Homo sapiens), P21728. HEK293 TREx D1 cells, calcium flux, dopamine EC80; stronger effect = lower value. activity change, negative = inhibition, % at 10 µM. 3.2% of 360,000 active. AID 504652, 2011; in the data active = activity change below about -30%; also: % is scaled to controls: 0 for no effect and ±100 for the full control effect
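Kinetic fluorescence of a calcium dye serves as the read-out. D1-expressing Hek293 Trex cells, induced overnight at 30 C, are exposed to compound for 180 s before an EC80 dopamine addition, then read 180 s further.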
D2 potentiator: HTS Assay for Positive Allosteric Modulators of the Human D2 Dopamine Receptor: Primary Screen for Potentiators. 0.34% of 340,000 active. potentiation, % at 10 µM. HEK293 T-REx D2, calcium flux, EC20 dopamine potentiation. AID 485347, 2010;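 active = potentiation over 3 SD above the plate norm, cut at about 30% in these data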; also: 0% is about no effect
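Tetracycline-induced HEK293 T-REx cells force-coupled to calcium signalling expressed D2; compounds were pin-added after a 10 s baseline, read kinetically 180 s, then an EC20 dopamine challenge followed with a further 180 s calcium read.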
TRHR agonist: qHTS for Small Molecule Agonists and Allosteric Enhancers of Human TRH Receptor: Primary Screen for Agonists; Thyrotropin-releasing hormone receptor (Homo sapiens), P34981; TRHR cells, calcium flux fluo-8, FDSS agonist mode; activation, % at 2 µM; 0.18% of 360,000 active; AID 493084, 2011; also: 0% is about no effect
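Steps: seed TRHR cells overnight; add fluo-8 no-wash Ca dye, RT 30 min–1.5 h; record 10 s baseline; pin-transfer compounds; monitor fluorescence 1 cycle/s for the agonist window. Calcium increases flag candidate agonists.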
Active calls of the source: *; nt = no result given. Rule as the data show it, unless noted: active = activation above about 30%; inactive = the rest.

structure	TRHR PAM	D2 agonist	RXFP1 antagonist	D1 agonist	D1 PAM	D2 antagonist	D1 antag	D2 potentiator	TRHR agonist
CN(c1ccc([N+](=O)[O-])cc1C(N)=O)C1CCCCC1	-9.4	-0.4	-1.8	7.1	-8.5	5.1	-12.4	3.7	-0.2
COc1ccc(N2C(=O)CC(N3CCN(c4ccccc4)CC3)C2=O)cc1 (configuration not stated)	4.1	0.0	-1.4	7.4	-1.4	3.8	-17.2	-6.4	0.5
CCCn1c(SCC(=O)Nc2nc3ccccc3s2)nc2c1c(=O)n(C)c(=O)n2C	-2.3	-1.4	16.4	0.5	-2.2	6.9	8.6	3.9	-0.7
O=C(c1ccc(OC2CCN(C/C=C/c3ccccc3)CC2)cc1)N1CCCCC1	1.5	0.2	-33.5	9.0	-8.1	3.0	1.9	-17.0	0.6
CCCOc1ccc(NC(=O)CC2C(=O)N(c3ccc(Cl)cc3)C(=O)N2CCc2ccncc2)cc1 (configuration not stated)	-5.4	-0.1	-8.3	27.5	-3.5	nt	-34.9*	nt	2.0
Oc1ccc(N=Nc2nc(-c3ccccc3)c(-c3ccccc3)[nH]2)cc1	0.3	-1.1	-8.4	1.2	-2.4	3.1	-1.8	-7.6	-0.1
CCOC(=O)N1CCC(Nc2c(OCC)c(=O)c2=O)CC1	3.1	0.4	nt	3.2	-3.5	-9.2	-33.7*	-16.3	0.6
CCC(C)(C)C1CCc2nc3ccccc3c(C(=O)OC(C)C(=O)Nc3c(C)n(C)n(-c4ccccc4)c3=O)c2C1 (configuration not stated)	2.8	-0.8	28.1	0.0	-9.4	-14.7	-0.1	-3.8	-0.6

Entries of single compounds from above:
Results for CN(c1ccc([N+](=O)[O-])cc1C(N)=O)C1CCCCC1 → TRHR PAM = -9.4; D2 agonist = -0.4; RXFP1 antagonist = -1.8; D1 agonist = 7.1; D1 PAM = -8.5; D2 antagonist = 5.1; D1 antag = -12.4; D2 potentiator = 3.7; TRHR agonist = -0.2
Results for COc1ccc(N2C(=O)CC(N3CCN(c4ccccc4)CC3)C2=O)cc1 (configuration not stated) → TRHR PAM = 4.1; D2 agonist = 0.0; RXFP1 antagonist = -1.4; D1 agonist = 7.4; D1 PAM = -1.4; D2 antagonist = 3.8; D1 antag = -17.2; D2 potentiator = -6.4; TRHR agonist = 0.5

(cont.)
structure	TRHR PAM	D2 agonist	RXFP1 antagonist	D1 agonist	D1 PAM	D2 antagonist	D1 antag	D2 potentiator	TRHR agonist
CCc1cccc(CC)c1N(COC)C(=O)Cn1c(CO)nc2ccccc21	-9.0	nt	1.2	0.1	0.2	nt	-0.5	nt	0.4
CNS(=O)(=O)c1ccc2c3c(cccc13)C(=O)N2	1.0	0.5	34.5	2.6	-5.5	24.1	-0.1	-12.1	-0.1
CSc1ccccc1C(=O)Nc1cccc([N+](=O)[O-])c1	1.3	1.2	16.3	1.3	-7.6	0.9	-0.4	-13.7	-0.1
CCOC(=O)C(Sc1ncn[nH]1)c1ccccc1 (configuration not stated)	-1.2	-0.3	9.9	1.2	-5.2	-6.5	-19.0	-10.0	-0.3
CCCCn1c(N)c(N(CCC(C)C)C(=O)CC2OC(=O)c3ccccc32)c(=O)[nH]c1=O (configuration not stated)	6.3	-0.5	-10.4	3.5	5.2	-21.2	1.3	10.0	-0.6
COc1cccc(CSc2nc3n(n2)C(c2cccs2)C(C(=O)Nc2ccccc2C)=C(C)N3)c1 (configuration not stated)	-0.1	0.9	2.0	1.5	-1.2	nt	-3.2	-4.9	0.6
Cc1ccc(NC(=O)CNC(c2ccccc2)c2ccccc2)c(F)c1	1.0	1.5	-13.9	7.3	-1.3	6.8	5.1	-5.3	0.8
Cc1ccccc1C(=O)n1nc(-c2cccnc2)nc1NCc1ccc(F)cc1	-9.0	-0.6	-9.4	7.8	0.4	nt	4.8	-8.9	4.3
CCN1CCN(Cc2c(O)ccc3c(=O)c(-c4ccc(OC)c(OC)c4)c(C)oc23)CC1	7.2	-0.7	18.6	6.0	-9.0	2.7	5.2	4.6	-1.0
Cc1c(NS(=O)(=O)c2cc(C(=O)NCCc3ccc(F)cc3)cc(Cl)c2Cl)c(=O)n(-c2ccccc2)n1C	-7.6	-1.0	-4.4	8.0	-0.2	0.7	1.7	-11.5	-0.9
Cc1cc(C)c(OCCn2ccnc2)c(C)c1	3.1	2.1	-3.1	4.5	20.2	-29.8	-12.4	11.2	1.2
COc1cccc(/C=N/NC(=O)c2cc3c(OC)c(OC)ccc3[nH]2)c1OC	-0.9	-0.1	6.5	0.5	-6.0	-0.9	9.2	-8.6	-0.5
CCOc1ncccc1C(=O)OCC(=O)NC(=O)NC(C)C	-1.3	0.1	-0.7	2.4	6.7	-1.3	-8.4	5.7	-0.2
COc1ccc(CCn2c(C)cc(C(=O)CN3C(=O)C(=O)N(C4CCCC4)C3=O)c2C)cc1OC	-2.2	-0.7	16.2	0.3	-5.2	-9.5	9.1	5.3	0.0
Cc1c(OCC(=O)N(C)C)ccc2c3c(c(=O)oc12)CCCCC3	-9.5	-0.3	1.6	2.5	1.4	1.7	0.9	4.1	-0.2
CCOc1ccc(OCCOc2ncnc3ccccc23)cc1	2.9	0.3	-9.0	3.6	2.1	7.5	9.0	16.0	-0.1

6 compounds out of the list, ordered by length of the SMILES, descending:
structure	TRHR PAM	D2 agonist	RXFP1 antagonist	D1 agonist	D1 PAM	D2 antagonist	D1 antag	D2 potentiator	TRHR agonist
CCCn1c(SCC(=O)Nc2nc3ccccc3s2)nc2c1c(=O)n(C)c(=O)n2C	-2.3	-1.4	16.4	0.5	-2.2	6.9	8.6	3.9	-0.7
Oc1ccc(N=Nc2nc(-c3ccccc3)c(-c3ccccc3)[nH]2)cc1	0.3	-1.1	-8.4	1.2	-2.4	3.1	-1.8	-7.6	-0.1
Cc1c(OCC(=O)N(C)C)ccc2c3c(c(=O)oc12)CCCCC3	-9.5	-0.3	1.6	2.5	1.4	1.7	0.9	4.1	-0.2
CCOC(=O)N1CCC(Nc2c(OCC)c(=O)c2=O)CC1	3.1	0.4	nt	3.2	-3.5	-9.2	-33.7*	-16.3	0.6
CCOC(=O)C(Sc1ncn[nH]1)c1ccccc1 (configuration not stated)	-1.2	-0.3	9.9	1.2	-5.2	-6.5	-19.0	-10.0	-0.3
Cc1cc(C)c(OCCn2ccnc2)c(C)c1	3.1	2.1	-3.1	4.5	20.2	-29.8	-12.4	11.2	1.2

New compounds follow
structure	TRHR PAM	D2 agonist	RXFP1 antagonist	D1 agonist	D1 PAM	D2 antagonist	D1 antag	D2 potentiator	TRHR agonist
O=C(/C=C/c1ccc(F)cc1)Nc1ccc2[nH]c(=O)[nH]c2c1	16.8	-0.2	-2.3	0.1	-1.4	-21.8	-10.2	-2.0	-0.2
Cc1cc(COc2ccccc2O)on1	0.0	nt	3.3	2.0	-7.8	nt	-7.2	-3.3	0.6
Cc1ccc2c(c1)c(=O)c(S(=O)(=O)c1ccc(C)c(C)c1)cn2CC(=O)Nc1ccccc1	10.4	0.8	nt	1.4	-1.9	nt	-47.5*	-26.0	1.7
O=c1[nH]n2c(-c3ccccc3)nc(O)c2c2ccccc12	0.2	-1.2	-7.2	0.6	-6.0	-5.4	-7.5	6.6	0.9
CC1(C)OC(=O)C(=NNc2ccccc2[N+](=O)[O-])C(=O)O1	-1.9	0.1	-1.3	0.6	-7.0	8.6	-4.3	-3.4	0.2
CCOC(=O)c1ccc(CNC(=O)c2cc(COc3ccccc3SC)on2)o1	7.1	-0.1	16.1	22.5	-3.6	-14.5	-18.7	6.9	-0.4
COc1ccc(-n2ncc(C(=O)N3CCN(C4CCCCC4)CC3)c2C2CCN(C(=O)OC(C)(C)C)CC2)cc1	17.5	0.2	-13.5	-0.2	-0.6	nt	0.4	nt	-0.3
O=C(Nc1ccc(C(=O)N2CCOCC2)cc1)c1ccccc1[N+](=O)[O-]	2.8	0.0	9.3	2.0	-0.1	19.7	0.9	8.2	0.3
COc1ccc(NS(=O)(=O)c2ccc(N3CCOCC3)c(N)c2)cc1	3.6	0.3	1.4	23.0	7.0	19.7	-31.8*	-4.3	2.2
COc1ccc(C2NC(=O)c3n[nH]c(C)c32)c(OC)c1 (configuration not stated)	-2.6	-1.2	nt	1.6	-2.3	-1.3	11.8	4.7	-0.8
CCn1c(C)nc2cc(C(=O)NNC(=S)Nc3ccc(F)cc3)ccc21	0.1	0.6	-1.0	2.9	-11.4	-12.2	6.6	-7.1	0.9
O=C(Cn1cnc2ccccc2c1=O)c1ccc(OC(F)F)cc1	-11.6	-0.8	-1.3	11.6	-1.1	-10.9	17.4	9.8	-0.8
O=C(COC(=O)c1nc(Cl)ccc1Cl)NC1CCS(=O)(=O)C1 (configuration not stated)	-4.4	1.4	-4.2	-1.6	3.5	8.1	-11.6	-11.7	-0.2
CCn1cc(/C=C(\NC(=O)c2cc(OC)c(OC)c(OC)c2)C(=O)NCCCn2ccnc2)c2ccccc21	0.1	-0.4	nt	22.1	-0.4	nt	-1.8	0.3	0.5
CC(=O)Nc1ccc(S(=O)(=O)Nc2ccc(-c3cn4c(C)csc4n3)cc2)cc1	-1.0	nt	nt	-0.2	-2.8	nt	-10.9	-8.0	0.4
O=C(NC(=O)c1ccccc1)C1=C(N2CCCC2)COC1=O	-3.0	-0.3	nt	12.9	-1.9	2.9	-19.7	5.8	0.8
